Pf Dd2 inh = qHTS Primary assay for Inhibitors of Plasmodium falciparum Dd2 growth in vitro; P. falciparum Dd2 growth, SYBR Green, 72 h; Potency, µM (series often up to 28.9 µM), for inactives: at the highest dose activity, negative = inhibition, most hits filed as inhibitors; actives 4.3% (n = 120,000); active means well fitted inhibition curve with a large enough effect; inconclusive means small, poorly fitted or top-dose-only effect; inactive means no such curve, though single readings can be large or run the other way;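 further: plate controls were DMSO vehicle for no effect and reference drug for full effect; nearly all actives have a fitted effect of over 65% in size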
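Readout: SYBR Green fluorescence, 485 nm excitation, 535 nm emission, after ~16 h lysis at 37C. Before that, Dd2-infected red cells (2.5% hematocrit) grew 72 h with compound, 29 uM top final concentration.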
Active calls of the source: *; i = inactive; ? = inconclusive; [ ] = dose if it differs, or a comment. Potency means the concentration at half of the fitted maximal effect. Not all compounds are listed, so the mix of outcomes need not match the whole.

SMILES	Pf Dd2 inh
CN(C)CC(=O)N1C[C@@H]2C[C@H](C1)c1ccc(-c3ccccc3CN3CCOCC3)c(=O)n1C2	-10%
CCOc1ccc(NC(=O)CC2CCCN(c3cnn(CC4CC4)c(=O)c3)C2)cc1 (stereo not given)	?
CN1CCC(C(=O)N2Cc3ccccc3CC3(CCCN(Cc4ccncc4)C3)C2)CC1 (stereo not given)	?
C#CCNC(=O)c1nc(-c2cccc(C(F)(F)F)c2)c2ccccn12	?
Cc1ccccc1OCC(=O)Nc1nnc(S(=O)(=O)N2CCCCCC2)s1	6%
CCC(=O)Nc1ccc(CC)cc1-c1nc2ccccc2n(CC(=O)Nc2cccc(Cl)c2)c1=O	-12%
O=C([C@H]1C[C@H](Oc2ccccc2)CN1C(=O)NCc1ccccc1)N1CCOCC1	-2%
O=C1NCCCCCCN(Cc2ccncc2)[C@@H]2CN(C(=O)NCc3ccccc3)CC[C@@H]12	i
O=C(Cn1c(SCc2cccc(F)c2)nc2cccnc21)Nc1ccc(F)c(Cl)c1	10%
O=C1NCc2ccccc2CC12CCN(Cc1ccc3ccccc3n1)CC2	?
O=C1NCCCCCCN[C@H]2C[C@H](C(=O)N3CCc4ccccc4C3)C[C@@H]12	6.3µM*
CCCn1nc(C)cc1CN(CC)C(=O)C1CCN(c2cnn(C)c(=O)c2)C1 (stereo not given)	?
CCc1ccc(-c2nc3cc(NC(=O)c4cc5ccccc5cc4OC)ccc3o2)cc1	i
COC(=O)c1cc(NC(=O)c2nn(C)c3c2COc2ccccc2-3)cc(C(=O)OC)c1	16%
COc1cc(NC(=O)Cn2cnc3sc(C)c(S(=O)(=O)N4CCN(C)CC4)c3c2=O)cc(OC)c1OC	-11%
COc1ccc(-c2cc3c(cn2)CN(CCc2ccccc2)CCN3)cc1OC	?
Cc1cccc(OCC(=O)N2CCc3nn(Cc4ccccc4)c(=O)n3CC2)c1	?
CCc1ccc(NC(=O)N2CC(c3nnc(-c4ccncc4)o3)C3(CCOCC3)C2)cc1 (stereo not given)	i
COc1ccccc1-c1ccc2ncn(C3CC3)c(=O)c2n1	?
COc1ccc(-c2noc(N3CCC(C(=O)N4CCN(c5ccccc5F)CC4)CC3)n2)cc1	?
Cc1oc(C(O)c2cncnc2)nc1C(=O)Nc1ccc(N2CCOCC2)cc1 (stereo not given)	-1%[44.1 µM]
Cc1nn(-c2ccccc2)c(Oc2ccc(F)cc2F)c1CCC(=O)NCC1CCCO1 (stereo not given)	i
COc1ccccc1CNC(=O)C1CC(=O)N(c2n[nH]c3ccccc23)C1 (stereo not given)	-1%
O=C(CCN1Cc2ccccc2C1=O)N[C@H](c1cccs1)C1CC(O)C1 (stereo not given in full)	-3%
Oc1c(C(c2ccccc2)N2CCN(c3ccccc3)CC2)sc2nc(-c3ccco3)nn12 (stereo not given)	57%[activator]
Cc1ccc(N2CC(NC(=O)c3ccc4c(c3)OCO4)CC2=O)cc1 (stereo not given)	24%
COc1ccc(C(=O)N2CC(c3noc(C4CCCN4CC4CC4)n3)C2)cc1 (stereo not given)	?
COc1ccc(C(=O)N2CC(CO)C3(CCNCC3)C2)c(OC)c1 (stereo not given)	2%
Cc1ccc(NC(=O)c2cc3c([nH]c2=O)CC(C)(C)CC3=O)c(C)c1	2%
CC(C)C(=O)NCC12CCCC=C1N(C)C(=O)CC2 (stereo not given)	8%
O=C(C1CCC(=O)N(C2CCCC2)C1)N1CCN(c2nccs2)CC1 (stereo not given)	-5%
C=Cc1ccc(Cn2c(=O)n(CC3CCC(C(=O)NC(C)C)CC3)c(=O)c3sccc32)cc1 (stereo not given)	11µM*
CC(=O)c1ccc(NC(=O)CSc2nc(-c3ccccc3C)nc3c2c(=O)n(C)c(=O)n3C)cc1	-20%
CN1CC(=O)N(C2CCCNC2)Cc2c(NC3CCN(Cc4ccccc4)CC3)ncnc21 (stereo not given)	-3%
CC(NC(=O)C1CCN(c2nc3ccccc3nc2C(F)(F)F)CC1)c1ccccc1 (stereo not given)	-15%
CCN(Cc1ccncc1)C(=O)CC1=C2CCCCC2N(C)C1=O (stereo not given)	-1%
N#Cc1c[nH]n2c(NC3CCCC3)c(-c3ccc(Cl)cc3)nc12	i
CCN1C(=O)C2(CCN(S(=O)(=O)c3ccc(OC)c(Cl)c3)CC2)c2ccccc21	-15%
O=C(NC[C@H]1O[C@@H](CO)[C@@H](O)[C@H]1N1CCN(c2ccccc2)CC1)N1CCOCC1	-5%
O[C@@H]1C[C@@H](c2nc(-c3cccnc3)no2)N(CC2CC2)C1	-7%[44.1 µM]
CCOc1ccccc1C1C(C(=O)Nc2ccccc2OC)=C(C)Nc2nc3ccccc3n21 (stereo not given)	-19%
Cc1ccc(-c2nnc(Nc3ccc(O)cc3)c3ccccc23)cc1S(=O)(=O)N1CCOCC1	8.9µM*
CN1Cc2ccccc2-n2ccnc2C12CCN(C(=O)Cc1cccc(F)c1)CC2	53%[activator][5.79 µM]
COc1ccc(CC(=O)N2CCC(Cc3nc(-c4ccccc4)no3)CC2)cc1Cl	-9%
O=C1C[C@@H]2CCN(C(=O)Nc3cccc(C(F)(F)F)c3)C[C@@H]2CCN1CCN1CCNC1=O	-9%
O=C(NCC1CCOc2ccccc2C1)c1cn(CCN2CCNCC2)nn1 (stereo not given)	-23%
COc1ccc(CNC(=O)c2ccc3c(c2)N(Cc2c(F)cccc2Cl)C(=O)CS3)cc1	?
CCCCN(CC)CCCNC(=O)c1sc2nc3n(c(=O)c2c1C)CCCCC3	?
COc1cc(C(=O)NC2CCN(c3cc(-c4ccc(F)cc4)[nH]n3)CC2)cc(OC)c1OC	-7%
O=C(COc1ccccc1Cl)OCc1cc(=O)n2nc(C3CC3)sc2n1	65%[activator]

Structural class, those above containing a Cl atom (seven)
SMILES	Pf Dd2 inh
CCC(=O)Nc1ccc(CC)cc1-c1nc2ccccc2n(CC(=O)Nc2cccc(Cl)c2)c1=O	-12%
O=C(Cn1c(SCc2cccc(F)c2)nc2cccnc21)Nc1ccc(F)c(Cl)c1	10%
N#Cc1c[nH]n2c(NC3CCCC3)c(-c3ccc(Cl)cc3)nc12	i
CCN1C(=O)C2(CCN(S(=O)(=O)c3ccc(OC)c(Cl)c3)CC2)c2ccccc21	-15%
COc1ccc(CC(=O)N2CCC(Cc3nc(-c4ccccc4)no3)CC2)cc1Cl	-9%
COc1ccc(CNC(=O)c2ccc3c(c2)N(Cc2c(F)cccc2Cl)C(=O)CS3)cc1	?
O=C(COc1ccccc1Cl)OCc1cc(=O)n2nc(C3CC3)sc2n1	65%[activator]

The main list resumes, starting four compounds before the break.
SMILES	Pf Dd2 inh
COc1ccc(CNC(=O)c2ccc3c(c2)N(Cc2c(F)cccc2Cl)C(=O)CS3)cc1	?
CCCCN(CC)CCCNC(=O)c1sc2nc3n(c(=O)c2c1C)CCCCC3	?
COc1cc(C(=O)NC2CCN(c3cc(-c4ccc(F)cc4)[nH]n3)CC2)cc(OC)c1OC	-7%
O=C(COc1ccccc1Cl)OCc1cc(=O)n2nc(C3CC3)sc2n1	65%[activator]
Cc1cnc(C(=O)NC2C[C@H]3CC[C@@H](C2)N3C(=O)C2CC2)cn1 (stereo not given in full)	5%
Cn1nc(C(=O)N2CCCN(S(=O)(=O)c3ccccc3)CCC(=O)NCC2)c2ccccc21	?
COc1cccc(C(=O)NCC2CCCN(Cc3cccc4nonc34)C2)c1OC (stereo not given)	-15%
CC(C)(C)NC(=O)C[C@@H]1CCNC[C@@H]1Cc1cc(COc2ccccc2)on1	?
CCc1ccc(-c2[nH]nc3nc(-c4cc(OC)ccc4OC)cc(C(=O)O)c23)cc1	-17%
COc1cccc(C(=O)N2C(C(=O)NC3CC3)COC23CCN(C(=O)C2CC2)CC3)c1 (stereo not given)	-13%
COC(=O)c1cc2n(n1)CCCN(C(=O)c1cc(C)nc3ccc(C)cc13)C2	-2%
COC(=O)[C@@H]1Cc2c([nH]c3ccccc23)[C@@H]2C[C@@H](NC(C)C)C[C@@H](c3ccc(F)cc3)N12	?
COc1ccccc1-c1cc2nc(C)c(CCC(=O)Nc3ccc(Br)c(C)c3)c(C)n2n1	1%
CC1=C(C(=O)Nc2ccccc2C)C(c2cccnc2)n2nc(SCc3ccccc3F)nc2N1 (stereo not given)	?
COc1cc(NC(=O)C2CC(=O)N(c3n[nH]c4cccc(F)c34)C2)cc(OC)c1OC (stereo not given)	-4%
O=C(CCn1ccn2nc3c(c2c1=O)CCCC3)NCCc1cccs1	i
Cc1cc(C)n(-c2cccc(CN3CCCC(O)(CN(C)C)C3)c2)n1 (stereo not given)	?
COCCn1c(=O)n([C@H]2CCCN(C(=O)c3nn(C)c4ccccc34)C2)c2ncccc21	i
C#CCNC(=O)c1nc2sccn2c1Br	-18%[44.1 µM]
COc1ccc(-n2ncc3c(NCCCOC(C)C)ncnc32)cc1	?
O=C1CC(c2ccccc2)N(Cc2ccncc2)CCCN(C(=O)C2CCC2)CCN1 (stereo not given)	?
Cc1cccc(C(=O)NCc2cn3cccc(C)c3n2)c1	52%[activator]
Cc1ccc2c(c1)cc1c(=O)n(CC(=O)NCc3ccco3)nc(C)n12	0%
CC(NC(=O)Cc1ccc(N(Cc2ccc(F)cc2)C(=O)c2ccco2)cc1)c1ccccc1 (stereo not given)	?

Arranged by formula weight (high to low): some entries from above
SMILES	Pf Dd2 inh
CC(NC(=O)Cc1ccc(N(Cc2ccc(F)cc2)C(=O)c2ccco2)cc1)c1ccccc1 (stereo not given)	?
COc1cc(NC(=O)C2CC(=O)N(c3n[nH]c4cccc(F)c34)C2)cc(OC)c1OC (stereo not given)	-4%
Cc1cccc(C(=O)NCc2cn3cccc(C)c3n2)c1	52%[activator]

(listing goes on)
SMILES	Pf Dd2 inh
COCCNc1ncc(C(=O)O)c(C)n1	i
O=C([C@@H]1C[C@H](F)CN1S(=O)(=O)c1cccs1)N1CCCCC1	37%[activator]
O=C(Nc1cc2c(cc1C(=O)c1ccccc1Cl)OCCO2)c1ccccc1	i
Cc1cc(C(=O)C(=O)Nc2nnc(C(C)C)s2)c(C)n1-c1ccccc1	62%[activator]
Cc1ccc(-c2cc3c(ccn3C(C)C)c(C(=O)NCc3c(C)cc(C)[nH]c3=O)n2)cn1	7.1µM*
CCc1ccc(S(=O)(=O)Nc2cccn3nc(CC)nc23)cc1	-19%
O=C1CCC2(CNC(=O)c3cc(F)ccc3F)CCC=C2N1 (stereo not given)	-15%
O=C(c1cc(F)ccc1F)N1CCCC(Cc2nncn2CC2CC2)C1 (stereo not given)	-16%
Cc1noc2c(-c3ccc(N4CCOCC4)cc3)cc(-c3cccnc3)nc12	?
COCCN(C)C(=O)c1ccc2c(c1)NC(C)(COc1cccnc1)CO2 (stereo not given)	i
O=C(c1ccc2c(c1)OCO2)N1CCN2C(=O)N(Cc3ccccc3)C[C@H]2C1	-13%[44.1 µM]
CCOc1ccc(CCNc2ncnc3onc(-c4ccc(Cl)cc4)c23)cc1OCC	i
COc1cccc(-c2cnc3[nH]cc(CC(=O)NCc4cccnc4)c3c2)c1	?
CC(C)c1noc(-c2cn(C3CCN(C(=O)c4cccc(C#N)c4)C3)nn2)n1 (stereo not given)	i
COc1cccc(N2C(=O)NC(=NC3CCCC3)C23CCCN(Cc2ccc(N(C)C)cc2)C3)c1 (stereo not given)	11µM*
O=C(NCc1cc(F)ccc1F)c1csc(N2CCN(c3ccccc3F)CC2)n1	-4%
Cc1ccc2occ(CC(=O)N(Cc3ccc(Cl)cc3)Cc3ccco3)c2c1	-28%
O=S(=O)(c1ccccc1)N1CCCC(Cc2noc(-c3ccncc3)n2)C1 (stereo not given)	?
C#C[C@H]1CN2CC[C@H]1C[C@@H]2CNC(=O)COc1ccccc1	i
O=C(C1CCC1)N1CCc2cc(S(=O)(=O)NCCc3ccccc3)ccc21	15%
O=C(c1ccncc1)N1C[C@@H]2OCC(=O)N(Cc3ccncc3)[C@@H]2C1	14%[44.1 µM]
CN(CCc1ccccn1)[C@H]1[C@@H]2OC[C@@H](O2)[C@@H](NCc2ccc(OC(F)(F)F)cc2)[C@@H]1O	i
O=C(Nc1ccccc1F)C1c2ccccc2C(=O)N(Cc2ccccc2)C12CCCC2 (stereo not given)	11µM*
Cc1ccc(Cl)cc1-n1c(=O)cc(N2CCN(c3ccc(F)cc3)CC2)[nH]c1=O	2%
CN1CCC(OC2CCN(C(=O)c3ccc(Br)cc3)CC2)CC1	i
COc1ccc(-c2cc(N3CCC(NC(=O)CCCc4ccccc4)CC3)n[nH]2)cc1	-16%
CCc1nncn1C1CCN(S(=O)(=O)c2ccc(Cl)c(C)c2)CC1	?
Cc1ccc(CNC(=O)N2CCC(Oc3ncccc3C(=O)N3CCOCC3)C2)cc1 (stereo not given)	26%
Cc1noc(CN2CCc3nc(-c4ccc(F)cc4F)[nH]c3C2)n1	-7%
CC(C)c1nnc2ccc(N3CCN(C(C)C)CC3)nn12	-20%

2 neighbouring entries out of the list so far, for reference:
SMILES	Pf Dd2 inh
Cc1noc(CN2CCc3nc(-c4ccc(F)cc4F)[nH]c3C2)n1	-7%
CC(C)c1nnc2ccc(N3CCN(C(C)C)CC3)nn12	-20%

Next section:
SMILES	Pf Dd2 inh
Cc1ccc(-n2c(C3CCN(C(=O)c4ccccc4OC(F)(F)F)CC3)n[nH]c2=O)cc1	?
CCCNC(=O)N1CC[C@@H](CC(=O)O)[C@@H](CC2=NCCc3ccc(C(C)(C)C)cc32)C1	-11%[44.1 µM]
Cc1ccc(NC(=O)CCn2c(=O)c3cccn3c3ccccc32)cc1C	-19%
Cc1cccc(-c2nc3c4ccccc4n(CC(=O)Nc4cc(F)ccc4F)c(=O)n3n2)c1	7%
Cc1ccc(CN2CCc3nc(N4CCN(c5ccccc5F)CC4)ncc3C2)cc1C	-7%
CC(C)(C#N)c1ccc(-c2cc(CO)ccn2)cc1	-15%
COCC(=O)N1CCC(N2C(=O)C3(CCCCC3)C2c2ccccc2)CC1 (stereo not given)	-30%
CCCCOc1ccccc1Cn1c(=O)sc2ccccc21	35%[activator][5.79 µM]
COc1ccc(-c2cc(C(=O)N3CCOCC3)c3c(C4CCNC4)nn(C)c3n2)cc1 (stereo not given)	-17%
CCc1nnc(SCc2cccc(F)c2)c2cc3sc(C)cc3n12	-20%

Source: PubChem BioAssay (National Center for Advancing Translational Sciences (NCATS))
